# Source: PubChem BioAssay
# CendR NRP1 mod = alters CendR peptide binding to human NRP-1 | FAM-RPARPAR peptide binding to NRP-1, fluorescence polarization | AID 602438 | 0.85% of 360,000 active | inhibition, % at 25 µM | O14786;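 active = inhibition or corrected inhibition above about 18%, plus a signal ratio from 0.5 to 1.5, limit read from the data, passing the limit was not always enough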; note: strong numbers were not always called active
# Scp1 inh = blocks human Scp-1 phosphatase activity; Q9GZU7; Recombinant Scp1, phosphopeptide, malachite green phosphate absorbance; inhibition, % at 20 µM; 0.88% of 340,000 active;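 active = inhibition above about 50% at 20 µM, limit read from the data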;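 note: plate controls were DMSO wells with enzyme for no effect and wells lacking enzyme for full effect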
#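 Test system: SCP-1 phosphatase catalytic domain, residues 76-261; measured by: colorimetric phosphate reagent with accelerator and stabiliser, absorbance at 630 nm; timing: enzyme reaction 45 min at room temperature, colour 5 min, stabilisation 30 min; also added: Phosphorylated 17-residue peptide substrate; compound dosing: one concentration, 20 µM, with 1.0% DMSO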
# SUMO1 PPI mod = modulators of human SUMO1-mediated protein-protein interactions; SUMO1 binding to a labelled peptide, TR-FRET, 1 h; inhibition, % at 20 µM; P63165; 0.33% of 360,000 active; in the data active = inhibition above about 37%
# Target sequence (P63165 whole entry, looked up): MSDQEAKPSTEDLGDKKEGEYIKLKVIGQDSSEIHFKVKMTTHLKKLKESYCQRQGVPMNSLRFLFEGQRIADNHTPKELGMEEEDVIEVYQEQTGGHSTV
# STEP inh = blocks human striatal-enriched tyrosine phosphatase. 0.25% of 360,000 active. recombinant STEP, OMFP fluorogenic substrate, fluorescence. inhibition, % at 20 µM. AID 588621;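 active = inhibition at 20 µM, scaled per plate between control wells, above about 37%, limit read from the data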;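 note: 0% = DMSO with enzyme and substrate and 100% = substrate only without enzyme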
#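 material = STEP tyrosine phosphatase | reagent = fluorogenic phosphatase substrate OMFP at 25 µM final | doses = single compound dose of 20 µM, 1% DMSO final | schedule = 20 min reaction, room temperature, in the dark | measured by = fluorescence, 480/540 nm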
# eLon inh = inhibits E. coli Lon protease | purified E. coli Lon protease, fluorescence polarization | inhibition, % at 7.94 µM | 0.42% of 360,000 active; in the data active = inhibition above about 13%, passing the limit was not always enough;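 note: 0% = enzyme with probe and DMSO and 100% = no enzyme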
# Target sequence (P0A9M0 whole entry, looked up): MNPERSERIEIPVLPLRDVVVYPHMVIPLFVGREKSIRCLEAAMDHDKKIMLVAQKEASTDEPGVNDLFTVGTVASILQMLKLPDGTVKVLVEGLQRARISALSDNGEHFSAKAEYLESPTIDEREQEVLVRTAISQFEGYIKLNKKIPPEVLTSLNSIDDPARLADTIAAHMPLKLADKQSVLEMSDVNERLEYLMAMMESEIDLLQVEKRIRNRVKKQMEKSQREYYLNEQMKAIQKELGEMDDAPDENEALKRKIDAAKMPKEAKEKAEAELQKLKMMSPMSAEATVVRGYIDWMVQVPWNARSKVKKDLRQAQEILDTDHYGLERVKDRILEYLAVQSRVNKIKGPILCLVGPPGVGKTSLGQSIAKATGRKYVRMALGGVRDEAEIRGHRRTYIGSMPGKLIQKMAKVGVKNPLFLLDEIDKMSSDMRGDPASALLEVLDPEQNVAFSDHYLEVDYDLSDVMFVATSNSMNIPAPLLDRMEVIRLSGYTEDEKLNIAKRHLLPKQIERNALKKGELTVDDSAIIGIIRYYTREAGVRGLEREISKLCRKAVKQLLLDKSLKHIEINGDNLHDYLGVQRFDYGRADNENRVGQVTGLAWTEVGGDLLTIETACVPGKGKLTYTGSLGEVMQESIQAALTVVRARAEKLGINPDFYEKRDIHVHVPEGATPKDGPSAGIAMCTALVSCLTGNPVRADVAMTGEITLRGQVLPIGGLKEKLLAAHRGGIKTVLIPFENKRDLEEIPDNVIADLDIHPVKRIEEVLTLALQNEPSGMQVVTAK
# Tb MetRS inh = blocks T. brucei methionyl-tRNA synthetase activity; purified T. brucei MetRS, ATP depletion, Kinase-Glo luminescence; inhibition, % at 11.9 µM; 0.4% of 360,000 active;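 active = inhibition above a per-plate cutoff of the control wells' mean inhibition plus 3 SD, cut at about 5.5% in these data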;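 note: 0% = DMSO wells median and 100% = median of wells with control inhibitor compound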
#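 Assay system: T. brucei methionyl-tRNA synthetase, purified | Medium: HEPES buffer with MgCl2, KCl, DTT, spermine, BSA, pyrophosphatase | Compound: 11.9 µM single point | Incubation: 15 min enzyme-compound preincubation, 2 h reaction, 10 min detection, 25 °C | Measured by: Kinase-Glo luciferase luminescence reporting remaining unconsumed ATP | Measure: % inhibition normalized to control-well medians | Replication: Singlicate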
# MsrA act = activates bovine MsrA enzyme; purified bovine MsrA, absorbance read-out; activation, % at 10.6 µM; 0.3% of 360,000 active; AID 602163; in the data active = activation above about 7.5%;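 note: 0% = vehicle and 100% = reference activator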
# DNMT1 block = DNMT1 (human) enzyme inhibition; P26358; DNMT1 molecular beacon, Hinp1I cleavage, fluorescence; inhibition (reported as % activation of signal), % at 10 µM; 0.83% of 360,000 active; AID 588458; in the data active = inhibition above about 50%
# MsrA inhibitor = bovine MsrA inhibition. purified bovine MsrA, absorbance read-out. inhibition, % at 15.5 µM. 0.75% of 360,000 active; in the data active = inhibition above about 4.5%;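 note: 0% = vehicle wells with enzyme and 100% = reference inhibitor wells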
# LMPTP inh = LMPTP (human) inhibition; recombinant LMPTP-A, OMFP fluorogenic substrate, fluorescence intensity; AID 651560; 0.22% of 360,000 active; inhibition, % at 20 µM;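 active = compounds that cut the enzyme signal by at least half of the control window in the single-dose screen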;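 note: plate controls were DMSO wells with enzyme plus substrate for no effect and substrate without enzyme for full effect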
# Target sequence (P24666 whole entry, looked up): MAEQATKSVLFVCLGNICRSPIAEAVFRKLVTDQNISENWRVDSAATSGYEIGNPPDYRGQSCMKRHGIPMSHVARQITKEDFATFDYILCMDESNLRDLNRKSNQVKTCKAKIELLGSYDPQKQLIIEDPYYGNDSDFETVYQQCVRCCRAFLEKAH
#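 Material: LMPTP-A; amount: 0.625 nM enzyme; doses: single 20 µM dose; times: reaction 50 min, room temperature, dark; technique: fluorescence intensity of OMFP turnover product; benchmarks: no-enzyme and uninhibited controls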
# * marks the source's active call; other numbers are inactive results; . = not tested or not shown.
SMILES,CendR NRP1 mod,Scp1 inh,SUMO1 PPI mod,STEP inh,eLon inh,Tb MetRS inh,MsrA act,DNMT1 block,MsrA inhibitor,LMPTP inh
O=C(Nc1ncn[nH]1)c1ccc([N+](=O)[O-])cc1[N+](=O)[O-],5,-1,-29,-2,-15,-1.3,1,1,0.7,0.2
CCc1cccc(NC(=O)CN(C)C2=NS(=O)(=O)c3ccccc32)c1,9,-7,0,3,-7,1.1,-5,1,-1.5,1.1
COc1cc(OC)c(OC)cc1/C=N/NC(=S)NCC1CCCO1 (stereo unspecified),-9,-5,-2,2,5,-0.5,-1,-1,5.9*,-0.3
Cc1ccc(F)c(S(=O)(=O)NC(=O)C2(C)CCN2C(=O)c2cccc3ccccc23)c1 (stereo unspecified),-16,.,6,-2,2,-0.1,-2,2,-0.5,-1.7
CCn1c(SCC(=O)Nc2cc(NC(C)=O)ccc2OC)nnc1-c1cccnc1,7,-4,4,-2,-2,0.5,1,2,-0.6,-1.3
Cc1ccc(/C=N/NC(=O)c2nnn(-c3nonc3N)c2CSc2ccccc2)s1,-3,5,-6,0,-5,-1.2,-9,13,0.1,49
Cc1ccc(NC(=O)c2cc(=O)[nH]c3ccc(S(=O)(=O)N4CCOCC4)cc23)cc1,5,-8,-2,0,-6,-0.4,-2,-4,-0.1,-1.1
CC1(C(=O)NS(=O)(=O)c2ccccc2)CCN1C(=O)CC1CCCCC1 (stereo unspecified),-5,.,3,-2,8,-0.2,-1,-8,0.4,-2.5
CC(C)NC(=O)C1(C)CCN1Cc1ccc(-c2ccccc2)cc1 (stereo unspecified),7,.,2,2,1,-0.2,1,-2,-0.3,-1.0
CNc1nc(-c2ccccc2)nc(-c2ccccc2)c1C#N,12,-5,4,-5,-1,0.2,1,7,0.1,-0.4
Nc1ccc(OCCCc2c(N)nc(N)nc2N)cc1,7,-11,31,3,-9,-0.2,-2,29,2.7,87*
CCN(CC)c1ccc(Nc2nc(N3CCOCC3)c3ccccc3n2)cc1,7,-7,0,5,-10,-0.4,0,-9,0.3,8.0
O=C(O)CN1C(=O)C2(OCCO2)c2cc(Br)ccc21,-10,-14,11,-1,3,0.3,-1,-2,-0.4,-1.7
O=c1[nH]c2cc3c(cc2cc1CN(Cc1ccco1)C(=S)NCCCN1CCOCC1)OCCO3,-1,-9,7,2,-8,0.2,-1,7,2.9,-1.9
COc1cccc(C(O)c2nc(-c3ccc(N(C)C)cc3)cs2)c1 (stereo unspecified),0,.,-2,1,-6,-0.5,-11,-15,-0.1,0.2
NC(=O)C1CCN(C(=O)COc2ccc3c(c2)oc(=O)c2ccccc23)CC1,12,10,5,-1,3,-1.2,1,0,1.4,-0.6
Cc1cc(C)cc(OCC(=O)NNC(=O)C2CCCO2)c1 (stereo unspecified),6,-9,3,-4,6,-0.3,-5,0,-0.2,-2.1
CN(C)c1ccc(NC(=O)c2ccc3nc[nH]c3c2)cc1,2,-1,3,0,-1,-1.2,-7,-3,1.2,2.4
CCCS(=O)(=O)N1CCn2c(nc3ccccc32)C1,-2,6,5,0,-14,0.2,-1,9,0.3,-1.4
CCCCOc1ccc(C(=O)Nc2ccc(N3CCN(C(C)=O)CC3)cc2)cc1,-1,-7,-5,1,-6,-0.5,-5,-13,0.7,0.2
CCC(CC)c1nnc(NC(=O)c2cc([N+](=O)[O-])ccc2N2CCCCC2)s1,-2,3,-13,3,0,-1.0,-8,-1,-0.4,3.0
COc1ccc(Br)cc1CN(C)CC(=O)Nc1cc(Cl)cc(Cl)c1,-8,1,0,3,3,-0.8,-3,-7,2.3,3.6
N#Cc1ccc(-c2ccccc2)nc1SCC(=O)c1cc2ccccc2oc1=O,-6,-6,-1,2,-5,-0.3,0,70*,0.5,1.7
CCOc1ccc(NC(=S)N(CCOC)C(C)c2ccco2)cc1 (stereo unspecified),7,1,7,-2,3,-1.1,-4,-1,1.8,-1.3
Cc1cc(C(=O)OCC(=O)Nc2cc(S(=O)(=O)N(C)C)ccc2C)c2ccccc2n1,9,-9,-17,-1,-2,-0.2,-4,-3,-1.1,0.3
COc1ccc(-c2nn(-c3ccccc3)cc2C(=O)N(C)CC(=O)Nc2ccc(N3CCOCC3)cc2)cc1,-10,-11,5,-1,-11,0.0,0,-1,-0.6,1.1
O=C1NC(=S)NC1=Cc1ccc2c(c1)CCC2,-102,-5,-20,1,-47,-0.4,0,-21,3.6,-2.2
O=C(NCCN1CCCCC1)c1ccco1,-4,-2,-2,1,-3,-0.3,-3,7,0.8,-1.8
CSc1ccccc1NC(=O)C1CC(c2ccccc2O)=NO1 (stereo unspecified),2,-19,2,4,0,0.1,0,-7,-1.0,0.7
COc1ccc(S(=O)(=O)N(C(=O)c2ccco2)c2cc3sc(=O)oc3c3ccccc23)cc1,4,-10,8,1,9,-1.4,-10,-5,1.6,0.8
COc1ccccc1-n1cnnc1SCC(=O)NCc1cccs1,5,-3,0,-2,-5,0.3,1,0,0.1,-0.5
COc1cccc(/C(O)=C2/C(=O)C(=O)N(Cc3ccco3)C2c2ccncc2)c1 (stereo unspecified),-5,-4,-6,-2,0,0.0,-3,6,3.5,1.0
Cc1cccc(NC(=O)c2cc(-c3ccccn3)nc3ccccc23)c1C,-6,-2,-12,-3,-2,-0.4,-3,-5,1.7,2.0
Cc1cccc(C(=O)N[C@H](C(=O)NCCc2ccc(Cl)cc2)C(C)C)c1,2,-5,2,9,-3,-0.7,-4,26,-0.5,0.1
CCCCn1c(N)c(N(CC(C)C)C(=O)C2CCC2)c(=O)[nH]c1=O,11,-7,0,-4,5,-0.3,-2,2,0.4,-1.0
COc1ccccc1CNC(=O)COC(=O)/C=C/c1ccc(OC(F)F)c(OC)c1,-8,-8,-5,0,-5,-0.2,-2,1,1.0,-0.1
O=C(Nc1nc2ccccc2[nH]1)c1ccc(F)cc1,-6,-7,-3,-3,-7,-1.5,-8,2,0.3,-1.1
COc1ccc(NC(=O)CN2CCN(S(=O)(=O)c3ccc(F)cc3)CC2)cc1Cl,0,-4,2,0,2,-0.8,-1,-2,0.7,0.4
CCCc1sc(N2CCCC(C(N)=O)C2)nc1-c1ccccc1 (stereo unspecified),16,-2,-4,2,-17,-0.8,-2,3,-0.2,0.2
COc1ccc(CCNC(=O)C2CC(c3ccc(C(F)(F)F)cc3)=NO2)cc1 (stereo unspecified),15,-8,2,-1,-16,-0.4,-3,5,0.1,-0.4
COc1ccc(NC2CCCN(C(=O)CN3CCOC3=O)C2)cc1 (stereo unspecified),5,-2,-5,1,-11,-0.1,-4,-2,-0.9,-1.1
O=C(COC(=O)c1ccccc1Cc1ccccc1)NC1CCS(=O)(=O)C1 (stereo unspecified),-2,4,-2,-3,2,-0.3,-10,3,-0.6,-1.7
CC1(C)N=C(c2ccc(Cl)cc2Cl)C(=O)N1,1,3,1,-3,0,-0.1,-2,4,-0.6,-0.1
CCCCCn1c(=O)[nH]c2cc(C(=O)NCCc3ccc(OC)c(OC)c3)ccc2c1=O,0,0,5,-5,-2,-0.4,-2,-2,-1.1,-3.2
CN(C)CCOc1ncnc2c1oc1ccccc12,-11,-6,2,-1,-2,-0.2,-1,5,-0.7,-2.0
COC(=O)c1sc(N)c(C(=O)OC)c1COC(=O)CCNS(=O)(=O)c1ccc(C)cc1,2,-4,7,-3,-10,0.3,-3,-14,1.2,1.9
Cc1csc(NC(=O)CSc2nncc(=O)n2N)n1,-1,-9,4,-1,-8,-0.4,-2,-2,-1.3,-1.6
Cc1nc2c(oc3ccccc32)c(=O)o1,14,3,0,-9,-2,-1.4,-15,-7,0.2,-0.5

# Given with two lines to a compound: 7 of the compounds above.
# Sequence of screens: CendR NRP1 mod | Scp1 inh | SUMO1 PPI mod | STEP inh | eLon inh | Tb MetRS inh | MsrA act | DNMT1 block | MsrA inhibitor | LMPTP inh
> COc1ccc(CCNC(=O)C2CC(c3ccc(C(F)(F)F)cc3)=NO2)cc1 (stereo unspecified)
    15 | -8 | 2 | -1 | -16 | -0.4 | -3 | 5 | 0.1 | -0.4
> COc1ccc(NC2CCCN(C(=O)CN3CCOC3=O)C2)cc1 (stereo unspecified)
    5 | -2 | -5 | 1 | -11 | -0.1 | -4 | -2 | -0.9 | -1.1
> O=C(COC(=O)c1ccccc1Cc1ccccc1)NC1CCS(=O)(=O)C1 (stereo unspecified)
    -2 | 4 | -2 | -3 | 2 | -0.3 | -10 | 3 | -0.6 | -1.7
> CC1(C)N=C(c2ccc(Cl)cc2Cl)C(=O)N1
    1 | 3 | 1 | -3 | 0 | -0.1 | -2 | 4 | -0.6 | -0.1
> CCCCCn1c(=O)[nH]c2cc(C(=O)NCCc3ccc(OC)c(OC)c3)ccc2c1=O
    0 | 0 | 5 | -5 | -2 | -0.4 | -2 | -2 | -1.1 | -3.2
> CN(C)CCOc1ncnc2c1oc1ccccc12
    -11 | -6 | 2 | -1 | -2 | -0.2 | -1 | 5 | -0.7 | -2.0
> COC(=O)c1sc(N)c(C(=O)OC)c1COC(=O)CCNS(=O)(=O)c1ccc(C)cc1
    2 | -4 | 7 | -3 | -10 | 0.3 | -3 | -14 | 1.2 | 1.9

# Remaining list, next part
SMILES,CendR NRP1 mod,Scp1 inh,SUMO1 PPI mod,STEP inh,eLon inh,Tb MetRS inh,MsrA act,DNMT1 block,MsrA inhibitor,LMPTP inh
CCN(CC)C(=O)C1CCCN(C/C=C/c2ccccc2[N+](=O)[O-])C1 (stereo unspecified),-3,-6,-10,2,9,-0.9,-4,1,0.4,-3.7
NS(=O)(=O)c1ccc(NC(=O)CSc2nc3c(cnn3-c3ccccn3)c(=O)[nH]2)cc1,6,-10,4,-2,2,-0.1,-1,3,0.7,-2.0
COc1ccc2cc(CCl)c(Cl)nc2c1,-6,-11,-3,0,9,-0.3,-3,-2,-0.1,0.3
CC(=O)NC(c1ccco1)c1ccc2cccnc2c1O (stereo unspecified),10,-5,0,3,2,-0.9,2,0,.,-0.3
Cc1nc(NC(=O)C(C)(C)C)sc1C(=O)Cn1cc(-c2ccc(C(C)(C)C)cc2)nn1,10,.,-16,.,1,-0.9,-4,.,1.0,-0.8
O=C(NCc1cccnc1)c1ccc2sc([C@@H]3O[C@H](CO)[C@H](O)[C@H](O)[C@H]3O)nc2c1,6,.,-6,-4,4,-0.4,-5,2,-0.6,0.3
O=C(N/N=C/C=C\c1ccco1)c1ccccn1,-8,52*,-10,1,1,0.4,-5,21,1.9,3.2
O=C1CC2(CCN(C(=O)C(=O)c3c[nH]c4ccccc34)CC2)Oc2ccccc21,-14,-4,1,-1,-7,20*,-2,-2,1.1,-0.7
COc1cccc(-c2ccc(NC(=O)C3CCCN(Cc4cnn(C(C)C)c4)C3)cc2)c1 (stereo unspecified),-5,0,-3,4,-11,-0.8,-8,-11,-1.2,1.3
NS(=O)(=O)c1ccc(NNC(=O)c2ccc(Br)o2)c([N+](=O)[O-])c1,-6,1,-14,-1,-8,-0.3,-16,-2,2.3,0.5
